Assay outcomes from PubChem.
D2 ag: agonists of human D2 dopamine receptor. P14416. HEK293 T-REx D2 cells, calcium flux agonist mode. activation, % at 2 µM. 0.53% of 340,000 active;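 active = activation over 3 SD above normal in the single-dose calcium agonist read, cut at about 30% in these data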; note: 0% is about no effect
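Agonism scored from kinetic calcium signal (1 read/sec, 180 s) following compound pin transfer, after a 10 s baseline. Cells: HEK293 Trex line expressing inducible D2 receptor coupled to calcium, dye-loaded after overnight culture at 30 C.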
D1 ag: human D1 receptor agonism. P21728. HEK293 T-REx D1 cells, calcium flux, agonist mode. activation, % at 2 µM. 1% of 360,000 active. AID 504660; in the data active = activation above about 30%; note: 0% is about no effect
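Inducible HEK293 T-REx D1 cells, force-coupled to calcium signalling, were plated at 4000 cells/well with tetracycline and held overnight at 30 C. After no-wash calcium dye loading, compound-evoked calcium rise over 180 s flagged agonists.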
D2 antag: antagonizes the human D2 dopamine receptor. P14416. HEK293 TREx D2 cells, calcium flux, dopamine EC80. inhibition, % at 10 µM. 2% of 340,000 active; in the data active = inhibition above about 30%; note: 0% is about no effect
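Compounds are added to dye-loaded, induced HEK293 T-REx cells coupled to calcium release via D2; after a 3 min kinetic read an EC80 dopamine stimulus is given and fluorescence is recorded for 3 more min.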
D1 antag: human D1 dopamine receptor antagonism; P21728; HEK293 TREx D1 cells, calcium flux, dopamine EC80; hits give low values; 3.2% of 360,000 active; activity change, negative = inhibition, % at 10 µM; in the data active = activity change below about -30%; note: % is set by controls: 0 for no effect and ±100 for the full control effect
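Inducible Hek293 Trex D1 cells (tetracycline, overnight, 30 C). Calcium dye 30–90 min RT. Antagonist mode: EC80 dopamine added after 180 s compound read.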
D1 PAM: human D1 dopamine receptor positive modulation | P21728 | HEK293 TREx D1 cells, calcium flux, dopamine EC20 potentiation | potentiation, % at 10 µM | 0.036% of 360,000 active | AID 504651; in the data active = potentiation above about 30%; note: 0% is about no effect
D2 potentiator: positive allosteric modulators of human D2 dopamine receptor; P14416; HEK293 T-REx D2, calcium flux, EC20 dopamine potentiation; potentiation, % at 10 µM; 0.34% of 340,000 active; AID 485347;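 active = potentiation over 3 SD above the plate norm, cut at about 30% in these data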; note: 0% is about no effect
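Cells plated with tetracycline inducer and held overnight at 30 C; calcium dye loaded 30–90 min at room temperature; baseline taken, compound added and read 180 s; EC20 dopamine then added and read 180 s.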
RXFP1 antag: blocks the human relaxin receptor RXFP1; 0.59% of 350,000 active; HEK293-RXFP1, relaxin-stimulated cAMP HTRF, 30 min; hits give low values; Q9HBX9; activity change, negative = inhibition, % at 57.5 µM;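 active = activity change of -60% or lower, but not beyond a set lower limit; inconclusive = change between -60% and -40%, or beyond the set limit; inactive = change above -40%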; note: % is set by controls: 0 for no effect and ±100 for the full control effect
Target sequence (Q9HBX9 whole entry, looked up): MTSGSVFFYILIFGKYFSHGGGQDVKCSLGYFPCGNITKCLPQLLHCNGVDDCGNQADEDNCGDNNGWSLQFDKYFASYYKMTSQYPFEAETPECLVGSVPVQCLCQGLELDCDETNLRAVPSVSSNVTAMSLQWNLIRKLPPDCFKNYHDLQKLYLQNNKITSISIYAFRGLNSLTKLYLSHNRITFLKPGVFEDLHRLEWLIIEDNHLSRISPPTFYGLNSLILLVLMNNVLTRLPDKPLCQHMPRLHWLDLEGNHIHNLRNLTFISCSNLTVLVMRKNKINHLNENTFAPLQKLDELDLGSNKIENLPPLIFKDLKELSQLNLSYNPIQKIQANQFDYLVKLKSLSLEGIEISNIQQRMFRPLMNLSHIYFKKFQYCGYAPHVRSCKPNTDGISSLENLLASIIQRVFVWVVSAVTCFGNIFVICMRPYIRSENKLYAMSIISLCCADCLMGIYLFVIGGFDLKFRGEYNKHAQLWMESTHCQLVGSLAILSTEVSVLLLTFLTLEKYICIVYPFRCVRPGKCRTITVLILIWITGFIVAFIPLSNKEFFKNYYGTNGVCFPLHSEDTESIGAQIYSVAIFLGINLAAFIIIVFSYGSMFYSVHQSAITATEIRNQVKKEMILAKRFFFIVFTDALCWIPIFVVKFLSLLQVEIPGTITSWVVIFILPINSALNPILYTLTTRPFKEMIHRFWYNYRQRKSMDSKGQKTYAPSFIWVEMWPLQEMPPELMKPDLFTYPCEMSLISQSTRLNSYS
RXFP1 agonist: RXFP1 (human) receptor agonism. Q9HBX9. HEK293T-RXFP1 cAMP TR-FRET, 30 min; response scale: percent of porcine relaxin response, buffer zero. Potency, µM (top dose mostly 57.5 µM), for the others: at the highest dose activation, hits mostly activators. 0.3% of 370,000 active. AID 2676; active = well fitted activation curve with a large enough effect; inconclusive = small, poorly fitted or top-dose-only effect; note: potency is the fitted concentration of half-maximal effect; % is set by controls: 0 for no effect and ±100 for the full control effect; nearly all actives have a fitted effect of over 60% in size; many of its hits are not listed in these tables
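Agonist response is measured as cAMP accumulation in an RXFP1-transfected HEK293T line under PDE4 inhibition. Values are scaled between buffer-only and 29 nM porcine relaxin, and EC50s come from standard Hill equation fits.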
TRHR PAM: TRH receptor (human) allosteric enhancement; P34981; TRHR cells, fluo-8 calcium fluorescence, EC20 TRH enhancement; enhancement, % at 2 µM; 0.66% of 360,000 active; AID 493056; in the data active = enhancement above about 30%; note: 0% is about no effect
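Enhancer read-out: after compound pinning and an initial kinetic agonist-mode read, an EC20 of TRH (10 nM final) was injected and fluo-8 calcium signal (Ex 480/Em 530) followed at 1 s/cycle for 100 cycles in TRHR-expressing cells.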
Starred values were filed as active, the others as inactive; ? = inconclusive; . = no result given. These rows are one share of the data; count on the stated rates, not on these rows.

SMILES	D2 ag	D1 ag	D2 antag	D1 antag	D1 PAM	D2 potentiator	RXFP1 antag	RXFP1 agonist	TRHR PAM
Nc1ncc(Br)cc1Br	0.7	1	-2	-23	-5	1	18	1.7%	6
c1ccc(Oc2cc(-n3cncn3)ncn2)cc1	1.7	1	6	4	-3	-2	-12	2.1%	-5
Cc1ccc(NC(=O)C2CCCN2C(=O)OCc2ccccc2)c(O)c1 (stereo not drawn)	-0.6	2	-3	15	-4	-11	-5	1.7%	1
COc1ccccc1CNC(=O)C1CCC(=O)N1C(C)C (stereo not drawn)	0.3	3	-42	-5	14	6	-8	1.3%	3
CC(CNC(=O)Cn1ccc(NC(=O)OCc2ccccc2)nc1=O)c1ccccc1 (stereo not drawn)	-0.4	4	7	13	6	14	.	0.8%	3
COC(=O)C1=C(C)NC2=C(C(=O)CC(c3cccs3)C2)C1c1ccsc1 (stereo not drawn)	-0.8	1	6	-48*	-8	-7	-5	0.6%	3
Cc1ccc(C(=O)NCc2ccc3c(c2)CCO3)cc1C	1.0	3	1	-48*	-3	7	18	-0.3%	-5
COc1ccc(CNC(=O)c2cc(C)nn2-c2ccccc2)cc1	3.6	1	-12	12	-2	3	-2	3.6%	-1
COc1cc(C(=O)NCc2nnc(SCC(=O)NCc3ccco3)o2)cc(OC)c1OC	1.0	3	7	-4	-13	1	-10	-0.3%	1
O=C(O)c1ccc(CSc2nnnn2-c2ccc(F)cc2)cc1	1.1	0	-12	-31*	-9	3	-23	3.2%	1
CCOC(=O)C1=NN(C(=O)c2ccccc2)C(O)(c2ccc(C)cc2)C1 (stereo not drawn)	.	19	.	-12	8	.	?	-0.2%	-7
Cc1cc(NC(=O)c2cc(-c3cccc(Cl)c3)on2)nn1Cc1ccc(Cl)cc1	0.9	5	.	11	-1	-5	2	2.2%	-6

Three compounds from above, ordered by the number in D2 potentiator, highest first.
| SMILES | D2 potentiator |
| --- | --- |
| COc1cc(C(=O)NCc2nnc(SCC(=O)NCc3ccco3)o2)cc(OC)c1OC | 1 |
| COC(=O)C1=C(C)NC2=C(C(=O)CC(c3cccs3)C2)C1c1ccsc1 (stereo not drawn) | -7 |
| Cc1ccc(NC(=O)C2CCCN2C(=O)OCc2ccccc2)c(O)c1 (stereo not drawn) | -11 |

Continuation.
SMILES	D2 ag	D1 ag	D2 antag	D1 antag	D1 PAM	D2 potentiator	RXFP1 antag	RXFP1 agonist	TRHR PAM
CCOc1ccccc1CNC(=O)C1Cc2cc(S(=O)(=O)N3CCCCC3)ccc2N1C(C)=O (stereo not drawn)	-0.1	2	-4	33	4	9	?	-0.2%	-7
COc1cc(/C=C2/C(=N)N3C(=NC2=O)SN=C3S(C)(=O)=O)ccc1OS(=O)(=O)c1ccccc1	-1.2	1	-15	-24	-2	-2	.	2.7%	-2
Cc1ccsc1CCN1C(=O)N(c2ccc(F)cc2)C(=O)C1CC(=O)Nc1ccccc1 (stereo not drawn)	0.3	4	.	-30*	-4	-8	.	-0.4%	-8
CCOC(=O)c1ccc(N(C(=O)c2cnccn2)C(C(=O)NC2CCCCC2)c2cn(C)nc2C)cc1 (stereo not drawn)	0.6	0	-8	16	-3	4	-10	-0.2%	1
COc1ccccc1CNC(=O)c1cccn1-c1nnc(N2CCCC2)s1	-0.2	2	.	-4	-1	1	-13	3.0%	-2
O=C(COc1ccccc1Cl)c1ccc[nH]1	-0.2	0	0	3	0	0	5	0.9%	7
Cc1ccccc1Nc1nc(N)nc(COC(=O)CCC(=O)c2ccc(F)cc2)n1	14	4	2	-23	-8	0	1	0.2%	5
O=C(CCN1C(=O)C2CCCCC2C1=O)N1CCN(S(=O)(=O)c2c(F)cccc2F)CC1 (stereo not drawn)	-1.1	2	8	6	-5	-2	1	1.2%	0
CN(CC(=O)NCC1CCCCC1)S(=O)(=O)c1ccc(F)cc1	-0.6	1	-4	3	0	8	-11	0.4%	1
CCCCSc1nnc([C@H](CC(C)C)NC(=O)OC(C)(C)C)o1	0.8	2	-11	-27	-5	-6	-30	2.1%	-3
CCOC(=O)N1CCC(NC(=O)C2CCN(S(=O)(=O)c3c(C)noc3C)CC2)CC1	-0.9	0	0	-11	4	8	-1	2.3%	-1
CC(=O)Nc1ccc(NC(=O)CCc2nc3sc4c(c3c(=O)[nH]2)CCCC4)cc1	0.2	1	10	-21	-11	14	-5	?	-5

Ordered by heavy-atom count (ascending): some entries from above.
SMILES	D2 ag	D1 ag	D2 antag	D1 antag	D1 PAM	D2 potentiator	RXFP1 antag	RXFP1 agonist	TRHR PAM
O=C(COc1ccccc1Cl)c1ccc[nH]1	-0.2	0	0	3	0	0	5	0.9%	7
Cc1ccc(C(=O)NCc2ccc3c(c2)CCO3)cc1C	1.0	3	1	-48*	-3	7	18	-0.3%	-5
O=C(O)c1ccc(CSc2nnnn2-c2ccc(F)cc2)cc1	1.1	0	-12	-31*	-9	3	-23	3.2%	1
COc1ccc(CNC(=O)c2cc(C)nn2-c2ccccc2)cc1	3.6	1	-12	12	-2	3	-2	3.6%	-1
CCOC(=O)C1=NN(C(=O)c2ccccc2)C(O)(c2ccc(C)cc2)C1 (stereo not drawn)	.	19	.	-12	8	.	?	-0.2%	-7
COc1ccccc1CNC(=O)c1cccn1-c1nnc(N2CCCC2)s1	-0.2	2	.	-4	-1	1	-13	3.0%	-2
Cc1cc(NC(=O)c2cc(-c3cccc(Cl)c3)on2)nn1Cc1ccc(Cl)cc1	0.9	5	.	11	-1	-5	2	2.2%	-6
CCOC(=O)N1CCC(NC(=O)C2CCN(S(=O)(=O)c3c(C)noc3C)CC2)CC1	-0.9	0	0	-11	4	8	-1	2.3%	-1
Cc1ccsc1CCN1C(=O)N(c2ccc(F)cc2)C(=O)C1CC(=O)Nc1ccccc1 (stereo not drawn)	0.3	4	.	-30*	-4	-8	.	-0.4%	-8
COc1cc(/C=C2/C(=N)N3C(=NC2=O)SN=C3S(C)(=O)=O)ccc1OS(=O)(=O)c1ccccc1	-1.2	1	-15	-24	-2	-2	.	2.7%	-2
CCOC(=O)c1ccc(N(C(=O)c2cnccn2)C(C(=O)NC2CCCCC2)c2cn(C)nc2C)cc1 (stereo not drawn)	0.6	0	-8	16	-3	4	-10	-0.2%	1

(more compounds)
SMILES	D2 ag	D1 ag	D2 antag	D1 antag	D1 PAM	D2 potentiator	RXFP1 antag	RXFP1 agonist	TRHR PAM
Cc1ccccc1NC(=O)CSC1=Nc2ccccc2C2=NC(Cc3ccccc3)C(=O)N12 (stereo not drawn)	-0.2	-1	.	8	0	3	-2	0.2%	2
Cc1ccc(/C=N/n2c(-c3cccs3)n[nH]c2=S)cc1	.	0	.	7	-4	.	-4	1.7%	3
COc1ccc(NC(=O)Cn2nnc(C(=O)NCCc3ccc(OC)c(OC)c3)c2N)cc1	-0.3	2	3	-30	-3	-3	1	2.5%	-4
CCOc1ccccc1/C=C\c1nc(O)c([N+](=O)[O-])c(=O)[nH]1	-0.6	2	-4	7	4	-5	6	-0.1%	22
CC1Cc2ccccc2N1C(=O)CCS(=O)(=O)c1ccc2c(c1)NC(=O)CS2 (stereo not drawn)	1.6	1	16	1	-2	2	5	3.6%	6
CCCCc1ccc(NC(=O)CSc2nc(=O)[nH]c3c2CCCC3)cc1	.	1	.	.	3	15	-10	-0.5%	7
COc1cc([N+](=O)[O-])ccc1NC(=O)C[n+]1ccccc1C	-0.2	8	8	-20	-12	9	4	-4.7%	3
N=c1c2c3c(sc2ncn1N)CCC3	0.5	2	-2	2	1	-1	3	12%	8
COc1ccc([N+](=O)[O-])cc1NC(=O)CSc1ncccn1	0.2	0	-2	-3	3	21	0	8.4%	0
Cc1cc(F)ccc1-n1nnc(C(N)=O)c1C	0.3	0	.	9	0	1	.	-0.1%	7
COc1ccc(NC(=O)c2c3c(nc4ccccc24)CCC3)cc1S(=O)(=O)N1CCOCC1	33*	2	5	-4	-1	-15	0	0.1%	0
Cc1cc(C)c2nc(Cl)c(C3NC(=O)c4ccccc4N3)cc2c1 (stereo not drawn)	-1.8	0	-17	-8	-5	4	-2	10.0%	-6
CCC(C)C(NC(=O)C1CCC(C)CC1)C(=O)NCc1cccnc1 (stereo not drawn)	0.1	-3	1	-5	4	28	4	-1.0%	-1
Clc1ccc(Oc2cnns2)cc1Cl	-0.1	4	-9	-4	-8	9	-2	2.3%	44*
CNC(=O)CSc1nnnn1-c1ccc2c(c1)OCCO2	0.6	-1	-7	3	2	0	1	1.8%	-4
O=C(NC(=S)NNC(=O)[C@H]1C[C@@H]1c1ccccc1)c1ccc(F)cc1	15	91*	12	-22	-2	-1	0	-0.8%	-4
Cc1ccc(OCC(=O)NN=C2C3CC4CC(C3)CC2C4)cc1	0.5	2	10	5	4	-3	2	-1.4%	6
O=C(/C=C/c1ccccc1)NC(=S)Nc1ccc(N2CCOCC2)cc1	-2.3	5	-13	-7	-4	5	18	0.1%	4
CCOC(=O)c1nnc(-c2ccccc2)nc1NC	0.1	1	-5	13	4	2	-10	0.7%	5
O=C(c1ccc2c(c1)N(Cc1cccc(Cl)c1)C(=O)c1ccccc1S2(=O)=O)N1CCc2ccccc21	-0.5	5	.	2	-6	-14	-9	0.6%	-6
Nc1nc(SCCO)[nH]c(=O)c1NC(=O)c1ccc(Br)o1	0.2	5	17	12	3	0	-24	0.8%	2
COC(=O)CC(NC(=O)c1ccc(C)cc1)c1ccccc1 (stereo not drawn)	1.1	1	10	-1	-8	-12	6	-0.4%	-9
CC(=O)N1CCc2c(sc3c2c(=O)n(CCc2ccccc2)c(=O)n3Cc2ccccc2C)C1	-0.2	-1	.	-13	-4	10	.	0.1%	2
O=C(Nc1ccc(-n2cccn2)cc1)C1CCN(Cc2ccccn2)CC1	0.5	1	10	-13	4	-4	-3	1.9%	2
CCCCCOC(=O)CSc1nc2c(c(=O)[nH]c(=O)n2C)n1CCc1ccccc1	-0.3	2	-5	-3	-4	6	-4	-0.2%	2
O=C(NCc1ccccc1)c1ccc(CS(=O)(=O)c2c(Cl)cccc2Cl)o1	-0.6	2	.	-4	-3	2	.	-3.0%	-10
CCCN(CC1CC1)C(=S)NC(=O)c1cc(Br)ccc1Cl	0.4	-1	1	4	-3	3	-34	-1.7%	16
CC(=O)c1c(COC(=O)c2ccco2)nc2ccccc2[n+]1[O-]	5.9	8	20	4	-1	-8	-4	3.3%	2
Cc1ccc(Cl)cc1N(CC(=O)NC1CCCCC1)S(C)(=O)=O	0.2	5	-5	-4	0	-1	-6	-0.4%	-1
CC(C)CC1=NN(C(=O)c2ccncc2)C(O)(C(F)(F)F)C1 (stereo not drawn)	-6.5	3	-6	-9	-1	0	13	-0.5%	6
